# Screens as filed in PubChem BioAssay.
# BCR signal inh: chronic active BCR signaling inhibition. ABC-DLBCL IkBa-CBG/CBR reporter, luminescence ratio, 4 h. Potency, µM (top dose mostly 46.1 µM), without a hit: at the highest dose ratio change, negative = lower green/red ratio, actives largely listed as inhibitors. hit rate 0.05% among 340,000; active = well fitted inhibition curve with a large enough effect in the signal ratio, with a control signal flat, not every such curve was filed as active; inconclusive = small, poorly fitted or top-dose-only effect, or effect the other way, or a change in a side signal; the % refers to the signal ratio;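 also: potency is read from the fitted curve at half-maximal effect; plate controls were basal doxycycline-induced cells for no effect and cells given 10 µM MG132 for full effect; MG132 reads +100%, hits lower the ratio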
#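 TMD8 human ABC-DLBCL cells with doxycycline-inducible IκBα–green luciferase fusion and unfused red luciferase, in 0.5% FBS medium; compounds up to 46 uM, 4 h at 37C. Green/red luminescence ratio, filter-overlap corrected, fitted to concentration-response curves.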
# B2AR arrestin: recruits beta-arrestin to the human beta2-adrenergic receptor. beta-arrestin recruitment to beta2AR, cell-based reporter. hit rate 0.02% among 330,000. P07550. Potency, µM (top dose mostly 46.1 µM), inactives show top-dose activation, actives largely listed as activators;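 also: potency is read from the fitted curve at half-maximal effect; 0% = DMSO controls and full agonism = EC100 isoproterenol or metaproterenol; nearly all actives have a fitted effect of over 65% in size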
# Tb PFK inh: T. brucei PFK enzyme inhibition; T. brucei PFK, ADP-Glo luminescence; Potency, µM (top dose mostly 57.5 µM), for inactives: at the highest dose activity, negative = inhibition, hits mostly inhibitors; hit rate 0.17% among 330,000; AID 485367;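 also: potency is read from the fitted curve at half-maximal effect; 0% = uninhibited 1x PFK enzyme wells and -100% = no-enzyme wells; nearly all actives have a fitted effect of over 60% in size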
# Target sequence (O15648 whole entry, looked up): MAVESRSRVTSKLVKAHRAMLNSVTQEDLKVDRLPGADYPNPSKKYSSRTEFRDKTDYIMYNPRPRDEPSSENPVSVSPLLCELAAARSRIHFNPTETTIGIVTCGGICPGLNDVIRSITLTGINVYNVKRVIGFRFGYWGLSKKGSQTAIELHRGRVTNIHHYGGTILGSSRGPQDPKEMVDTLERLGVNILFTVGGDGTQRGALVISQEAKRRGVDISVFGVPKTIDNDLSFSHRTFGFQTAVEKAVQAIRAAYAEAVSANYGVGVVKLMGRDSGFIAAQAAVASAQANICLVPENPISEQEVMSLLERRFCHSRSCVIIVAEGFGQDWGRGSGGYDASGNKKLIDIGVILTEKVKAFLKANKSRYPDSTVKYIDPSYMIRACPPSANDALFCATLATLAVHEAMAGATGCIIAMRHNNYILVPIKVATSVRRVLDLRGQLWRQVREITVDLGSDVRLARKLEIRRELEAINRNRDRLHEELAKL
#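 Luminescent ADP detection (ADP-Glo, two-step: ATP depletion then ADP-to-ATP conversion for luciferase) reported PFK activity after 45 min room-temperature reaction of 1.25 nM enzyme with 0.5 mM F6P and 0.1 mM ATP at pH 8.0.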
# TSG101-PTAP inh: blocks PTAP/TSG101 interaction to inhibit HIV-1 budding. AID 493005. Fluorescence polarization, FITC-PTAP peptide / Tsg101 binding. 340,000 tested, under 10 active. Potency, µM (highest dose often 115 µM), without a hit: top-dose activity change, negative = inhibition, hits mostly inhibitors. Q99816; active = well fitted inhibition curve with a large enough effect in the main read-out, with a control signal flat, not every such curve was filed as active; inconclusive = small, poorly fitted or top-dose-only effect, or effect the other way, or a change in a side signal; inactive = no such curve, though single readings can be large or run the other way; also: potency is read from the fitted curve at half-maximal effect; % of control where 0% means no effect
#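 Fluorescence anisotropy tracks displacement of a FITC-tagged PTAP peptide (50 nM) from the Tsg101 binding domain (10 uM), following a 20 min room-temperature incubation at pH 7.5.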
# Eya2 phos inh: inhibitors of human Eya2 phosphatase activity | O00167 | recombinant Eya2, OMFP fluorescence dephosphorylation (OMFP is methylfluorescein phosphate) | Potency, µM (titrated, usually from 76.9 µM), for the others: at the highest dose activity, negative = inhibition, usual class: inhibitors | hit rate 0.006% among 330,000 | AID 488837; also: potency is read from the fitted curve at half-maximal effect; % is scaled to controls: 0 for no effect and ±100 for the full control effect
#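 Eya2 protein (added as 0.2 uM solution) was preincubated with compound for 10 min at ambient temperature in 50 mM HEPES pH 7.5, 50 mM NaCl, 5 uM MgCl2, 0.05% BSA, 1 mM DTT. OMFP (added at 50 uM) then reacted 10 min; fluorescence read at 485/525 nm.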
# ELG1 repair inh: inhibitors of ELG1-dependent DNA repair in HEK293T cells. HEK293T ELG1-luciferase reporter, luminescence, 16 h; DNA damage induced by 5-fluorouridine. Potency, µM (top dose mostly 46.1 µM), for inactives: at the highest dose activity change, negative = inhibition, actives largely listed as inhibitors. hit rate 2.3% among 330,000. AID 504467; also: potency is read from the fitted curve at half-maximal effect; % is scaled to controls: 0 for no effect and ±100 for the full control effect; nearly all actives have a fitted effect of over 55% in size
#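 Overnight (16 hr) co-exposure of 2,000 cells/well to 5-fluorouridine and compound at 37 °C preceded detection. Luciferase was quantified via ONE-Glo luminescence; loss of signal denotes inhibition.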
# USP2a block: inhibitors of human ubiquitin-specific protease USP2a. USP2 core, Ub-CHOP2 coupled fluorogenic reporter, 485/531. hit rate 0.01% among 330,000. AID 463254. Potency, µM (top dose mostly 38.3 µM), without a hit: top-dose activity change, negative = inhibition, usual class: inhibitors;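 also: potency is read from the fitted curve at half-maximal effect; plate controls were DMSO wells for no effect and full inhibition by NEM control for full effect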
# Target sequence (O75604 whole entry, looked up): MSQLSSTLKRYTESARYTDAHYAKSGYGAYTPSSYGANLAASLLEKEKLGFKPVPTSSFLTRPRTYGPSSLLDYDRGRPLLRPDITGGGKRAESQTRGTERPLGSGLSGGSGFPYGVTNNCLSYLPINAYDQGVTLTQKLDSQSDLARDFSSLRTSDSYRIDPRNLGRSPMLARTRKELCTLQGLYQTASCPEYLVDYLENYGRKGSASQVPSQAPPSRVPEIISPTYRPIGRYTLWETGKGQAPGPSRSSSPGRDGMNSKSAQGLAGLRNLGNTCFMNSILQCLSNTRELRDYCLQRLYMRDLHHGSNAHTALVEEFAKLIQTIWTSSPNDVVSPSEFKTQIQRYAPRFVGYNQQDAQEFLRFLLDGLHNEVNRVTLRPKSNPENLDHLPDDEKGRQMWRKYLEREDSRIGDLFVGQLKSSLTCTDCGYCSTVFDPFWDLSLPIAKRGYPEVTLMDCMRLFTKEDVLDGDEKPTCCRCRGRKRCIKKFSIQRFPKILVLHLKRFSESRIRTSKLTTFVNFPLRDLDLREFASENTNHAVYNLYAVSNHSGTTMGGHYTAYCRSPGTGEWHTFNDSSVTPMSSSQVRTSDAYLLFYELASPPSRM
#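 Deubiquitinase activity read as fluorescence (485/531 nm) after Ub-CHOP2 cleavage activates the enterokinase reporter on its substrate; USP2 core 10nM, Ub-CHOP2 and substrate 25nM each, 30min compound preincubation then 60min RT; data normalized to NEM, curves fitted.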
# Mito fusion act: inhibitors of mitochondrial division or activators of mitochondrial fusion; hit rate 0.23% among 320,000; Potency, µM (doses to about 46.1 µM), without a hit: top-dose growth rescue (activation), actives largely listed as activators; S. cerevisiae fusion-defective mutant growth rescue, CellTiterGlo 48 h;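 also: potency is read from the fitted curve at half-maximal effect; % of control where 0% means no effect; nearly all actives have a fitted effect of over 45% in size; temperature-sensitive fusion mutants such as fzo1-1 at 37 °C on non-fermentable ethanol glycerol medium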
#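 Read-out: ATP-based luminescence (CellTiterGlo, 10 min ambient) reporting growth of fusion-defective ts yeast after 48 hours at 37C on glycerol/ethanol YPEG medium in the presence of compound.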
# TCR activator: activators of T cell receptors. primary human leukocytes, anti-CD3, IL-2 HTRF, 48 h. Potency, µM (top dose mostly 9.22 µM), for the others: top-dose activation of IL-2 secretion, usual class: activators. 330,000 tested, under 10 active. AID 504894; also: % of control where 0% means no effect
#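 Primary human leukocytes receive a-CD3 beads and test compound and are incubated 48 hr. Secreted IL-2 is then assayed by HTRF, measuring 665nm acceptor emission after 320nm excitation of the europium donor.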
# uPA generation: inhibitors of cell surface uPA generation; hit rate 0.31% among 330,000; cell surface uPA generation assay, qHTS; Potency, µM (top dose mostly 38.3 µM), for the others: at the highest dose activity change, negative = inhibition, hits mostly inhibitors; AID 540303; active = well fitted inhibition curve with a large enough effect; inconclusive = small, poorly fitted or top-dose-only effect; inactive = no such curve, though single readings can be large or run the other way; tested in mouse RAW 264.7 cells; also: potency is read from the fitted curve at half-maximal effect; % is scaled to controls: 0 for no effect and ±100 for the full control effect; nearly all actives have a fitted effect of over 55% in size
# TSHR antag: blocks TSH signaling through the human TSH receptor. P16473. TSHR-expressing cells, TSH-stimulated cAMP HTRF, 2 h; active compounds read low. hit rate 0.2% among 330,000. activity change, negative = inhibition, % at 11.5 µM;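 active = activity change below a set negative limit, meaning inhibition stronger than a set level, cut at about -70% in these data; inconclusive = activity change between two set negative limits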; also: % is scaled to controls: 0 for no effect and ±100 for the full control effect
#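 Antagonism was scored as loss of TSH-driven cAMP in TSHR cells, stimulated with 4nM TSH (EC80) for 2 hours at 37 deg C and detected by homogeneous HTRF competition immunoassay.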
# * = called active by the depositor; ? = inconclusive; . = not tested or not shown; [ ] = remark or other dose. Unless noted, calls follow the shape of the dose curve; as a rule, active = well fitted curve in the direction sought with a large enough effect; inconclusive = small, poorly fitted or top-dose-only effect, or another doubt; inactive = no such curve, though single readings can be large; an effect the other way counts as inactive or inconclusive. Compounds as they come; about 3% have a hit in one of these screens.
nr	SMILES	BCR signal inh	B2AR arrestin	Tb PFK inh	TSG101-PTAP inh	Eya2 phos inh	ELG1 repair inh	USP2a block	Mito fusion act	TCR activator	uPA generation	TSHR antag
1	Cn1cnnc1SCc1ccccc1	?	0.1%	-1.1%	-2.9%	4.4%	20.7%	2.9%	-0.2%	-3.3%	4.7%	7.0
2	CN1CCCN(C(=O)c2cccc3ccccc23)CC1	2.2%	0.2%	0.0%	-3.1%	4.1%	-6.0%	-0.5%	-1.8%	-16.0%	9.9%	-6.2
3	C=CCn1cc(Cl)c(=O)n(CC=C)c1=O	0.9%	-0.7%	-2.2%	-2.7%	2.9%	13.0%	1.9%	1.3%	-12.4%	-3.2%	7.2
4	COc1ccc(CCN2C(=O)CC(NNC(=O)c3cccc(O)c3)C2=O)cc1 (configuration not stated)	-27.1%	0.0%	-2.1%	0.7%	-3.7%	1.0%	2.6%	-1.5%	-2.9%	18.4%	13.7
5	Cc1nnc(SCC(=O)NCc2ccccc2)[nH]c1=O	?	0.2%	1.1%	-0.5%	-31.6%	14.1%	-6.4%	-0.3%	21.7%	.	-1.3
6	COC(=O)c1cc(S(=O)(=O)NCC2CCN(Cc3cccc(Cl)c3)CC2)c[nH]1	-1.9%	0.2%	-6.2%	-3.0%	-0.8%	2.8%	2.3%	2.4%	-21.5%	1.6%	-2.1
7	Cc1nn(Cc2ccccc2)c(C)c1C(=O)OCC(=O)c1cc(C)n(C2CC2)c1C	-23.8%	5.3%	4.6%	-11.0%	-33.6%	?	0.5%	3.5%	.	.	-13.9
8	COc1ccc(OC)c(-c2cc(C3CCN(C(=O)OC(C)(C)C)CC3)[nH]n2)c1	-12.0%	-0.2%	8.3%	-1.6%	-5.6%	?	-2.7%	28.8%	3.2%	-6.0%	1.8
9	Cc1ccc(Cl)cc1N1CCN(C(=O)CSc2nnc3n2C(C)(C)Cc2ccccc2-3)CC1	?	-0.3%	-0.6%	-1.9%	-1.0%	11.6µM*	4.4%	15.8µM*	-2.4%[46.1 µM]	-10.2%	?
10	CC1CCCCC1NC(=O)COC(=O)c1ccc2c(c1Cl)C(=O)c1ccccc1C2=O (configuration not stated)	-5.9%	0.2%	-4.9%	-2.9%	4.1%	?	0.1%	-6.1%	-0.4%[46.1 µM]	1.7%	4.8
11	CCN1CCCC1CNC(=O)c1cc2cc(F)ccc2[nH]1 (configuration not stated)	-8.0%	0.4%	-2.7%	-4.0%	18.2%	?	-0.5%	-1.4%	3.8%	3.7%	4.3
12	O=C(Nc1nc2ccc(F)cc2s1)c1cccc(S(=O)(=O)N2CCc3ccccc32)c1	?	-0.7%	-1.0%	3.5%	2.3%	?	1.4%	24.9%	-2.1%[46.1 µM]	8.7%	-4.7
13	COc1ccc(C2C=C(Nc3ccccc3)C(=O)N2c2ccccc2)cc1OC (configuration not stated)	?	0.3%	4.8%	0.9%	6.1%	4.1%	-1.8%	21.6%	1.0%[46.1 µM]	-1.9%	-4.8
14	COc1ccc(C2=Nn3c(nnc3-c3ccccc3)SC2)cc1OC	?	0.2%	4.1%	-2.8%	-6.3%	-10.0%	1.5%	-2.0%	-5.3%	.	4.8
15	COC(=O)CSc1ncnc2c1sc1nc(N3CCOCC3)c3c(c12)CCCC3	?	0.3%	2.1%	-1.4%	-10.7%	11.0%	-4.3%	-0.3%	7.5%	-0.9%	-12.1
16	CCc1ccc(CNC(=O)C2CCN(S(=O)(=O)N3CCC4(CC3)OCCO4)CC2)cc1	-3.2%	0.1%	-2.7%	-10.2%	-6.4%	?	1.2%	3.7%	-2.1%	-8.1%	-9.9
17	N#Cc1c2nc3ccccc3nc2n2cc(NC(=O)c3ccc(F)cc3)ccc12	16.5%	-0.3%	-21.6%	-10.5%	10.1%	6.3%	5.7%	10.0%	-1.2%[46.1 µM]	-0.2%	5.7
18	Cc1cccc(N(CC(=O)N/N=C/c2cc([N+](=O)[O-])ccc2Cl)S(C)(=O)=O)c1C	-9.6%	0.4%	-2.0%	4.8%	-0.2%	12.5%	-0.1%	5.5%	-12.3%	3.1%	-6.8
19	Nc1cc(C(=O)OCC(=O)N2CCC(Cc3ccccc3)CC2)ccc1Cl	1.4%	-0.3%	-6.0%	-6.8%	0.0%	1.9%	-0.2%	1.7%	3.6%	8.7%	-20.2
20	O=Cc1c(NC2CCCCC2)c2ccccc2[nH]c1=O	-4.3%	0.3%	0.1%	-2.6%	-9.0%	-0.3%	2.2%	8.2%	4.5%	-5.9%	-19.9
21	CCN(CC)c1ccc(/C=N/N2CCN(Cc3ccccc3)CC2)cc1	-6.7%	0.0%	-0.6%	-1.3%	2.2%	2.7%	-4.4%	-14.5%	-4.6%	-4.6%	-13.0
22	Cc1c(C(N)=O)sc2ncn(CC(=O)OC(C)C)c(=O)c12	2.1%	-0.5%	3.1%	-5.7%	-3.3%	-2.1%	2.3%	1.3%	2.8%	3.9%	5.0
23	O=C(CN(c1ccccc1)S(=O)(=O)c1ccccc1)Nc1ccccc1C(=O)NCc1ccco1	?	3.1%	0.0%	-1.4%	1.6%	?	2.4%	7.3%	-1.0%[46.1 µM]	-3.4%	17.0
24	Cc1ccc(NC(=O)COC(=O)C2=COCCO2)cc1	-21.5%	0.3%	0.2%	-0.1%	-9.7%	26.5%	-0.4%	-2.5%	3.8%	2.5%	8.6
25	COc1ccc(NC(=O)c2ccc(-c3ccc([N+](=O)[O-])cc3)o2)cc1OC	1.9%	-0.1%	-3.5%	1.2%	1.9%	?	1.6%	?	1.4%[46.1 µM]	-7.4%	-17.2
26	CCOC(=O)c1cn(-c2ccc([N+](=O)[O-])cc2)c2cc(Cl)c([N+](=O)[O-])cc2c1=O	-9.5%	-0.8%	6.8%	-0.2%	-0.2%	?	7.4%	-6.3%	3.6%	-1.3%	-2.1
27	O=C(NCC1(N2CCOCC2)CCCCC1)c1cccc(S(=O)(=O)Nc2ccc(F)cc2)c1	-3.6%	-0.3%	0.0%	-7.3%	-8.9%	-1.9%	0.0%	1.0%	0.2%	-17.4%	-11.4
28	O=C(O)CSCc1ccc(Cl)cc1	0.2%	-1.4%	-3.0%	-8.7%	-7.0%	-1.3%	-0.2%	-2.9%	-7.5%	3.7%	-15.0
29	COc1cc(NC(=O)COC(=O)CNC(=O)c2ccc(C)s2)cc(OC)c1	-1.7%	-0.1%	-8.5%	-4.2%	-0.9%	18.2%	0.0%	3.5%	-1.6%	-1.3%	-2.7
30	Cc1nn2c(NCC(C)C)c3c(nc2c1-c1ccccc1)CCC3	-0.7%	-1.1%	-3.9%	-0.3%	-2.1%	-10.4%	1.1%	-7.3%	8.2%	.	-4.2
31	COC(=O)c1ccc(NC(=O)CSc2nc3ccccc3c(=O)[nH]2)cc1	?	0.0%	-1.5%	-1.3%	-1.4%	?	2.8%	-0.1%	3.4%	.	-7.6
32	O=C(N=Nc1c(O)[nH]c2ccc(F)cc12)C1COc2ccccc2O1 (configuration not stated)	?	-1.1%	1.5%	-1.9%	-0.9%	-4.3%	0.1%	21.1%	-0.6%	2.3%	10.8
33	CCn1c(=N)n(CC(=O)c2cccc([N+](=O)[O-])c2)c2ccccc21	?	-1.2%	-3.9%	-8.9%	3.7%	?	1.8%	-1.2%	-0.5%[46.1 µM]	-2.4%	0.3
34	Cc1ccc(NC(=O)CSCc2cc(=O)n3cc(C)sc3n2)cc1	-5.5%	-0.2%	2.3%	-4.4%	4.7%	-2.6%	1.4%	5.7%	-3.8%	-2.6%	38.4
35	O=C(Cn1c(-c2cscn2)nc2ccccc21)Nc1ccccc1F	?	-0.4%	-0.2%	-6.6%	-0.1%	1.2%	0.7%	3.1%	-2.4%	.	11.5
36	Cc1cc(=O)[nH]c(SCc2nnnn2-c2ccc(Cl)cc2)n1	-9.0%	-0.1%	0.0%	-5.5%	0.9%	-2.6%	6.2%	-3.4%	1.1%[46.1 µM]	1.9%	-15.3
37	Cc1nc2cc(OCc3cc(C(=O)NC(C)c4cnn(C)c4)no3)ccc2s1 (configuration not stated)	0.0%	0.0%	0.6%	-1.3%	-13.9%	6.0%	-2.0%	3.1%	9.5%	-1.2%	-15.6
